# Compound activity (PubChem BioAssay)
# GRP78 ERSR act – inducers of ER stress response in human glioma cells; U87-MG GRP78 promoter luciferase reporter, 16 h; 420,000 tested, 0.02% active; Potency, µM, for the others: at the highest dose activation, actives largely listed as activators; AID 602332; note: potency is the fitted concentration of half-maximal effect; series mostly up to about 76 µM; % of control where 0% means no effect; nearly all actives have a fitted effect of over 35% in size
#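 Stably transfected U87-MG human glioma cells carrying a GRP78-based luminescent sensor were seeded at 1000 cells/well, pin-dosed with compounds and incubated 16 h. Luciferase reagent was then added, and end-point luminescence was read after 10 min at room temperature.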
# Vif-APOBEC3G blk – blocks the Vif interaction with human APOBEC3G | Q9HC16 | HeLa A3G-eYFP + Vif (tagged APOBEC3G with the HIV-1 protein that degrades it), YFP fluorescence, overnight | Potency, µM (titrated, usually from 46.1 µM), for the others: at the top dose activity, negative = active, usual class: inhibitors | 410,000 tested, 0.076% active | AID 602310;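 note: potency is the fitted concentration of half-maximal effect; % is set by controls: 0 for no effect and ±100 for the full control effect; nearly all actives have a fitted effect of over 60% in size; hits raise eYFP signal because A3G escapes Vif-driven loss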
# Target sequence (Q9HC16 whole entry, looked up): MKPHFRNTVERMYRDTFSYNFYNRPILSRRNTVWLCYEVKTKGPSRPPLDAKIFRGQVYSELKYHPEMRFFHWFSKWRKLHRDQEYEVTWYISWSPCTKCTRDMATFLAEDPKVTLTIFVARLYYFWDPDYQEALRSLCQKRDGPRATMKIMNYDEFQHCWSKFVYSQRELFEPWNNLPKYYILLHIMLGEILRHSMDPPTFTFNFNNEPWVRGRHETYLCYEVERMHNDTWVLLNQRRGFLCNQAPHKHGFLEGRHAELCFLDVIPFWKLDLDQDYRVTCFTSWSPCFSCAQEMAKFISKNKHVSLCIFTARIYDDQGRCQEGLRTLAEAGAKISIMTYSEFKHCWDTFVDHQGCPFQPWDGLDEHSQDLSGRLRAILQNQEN
#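 Read-out is eYFP fluorescence (Ex 488/Em 500-530) from Vif-expressing HeLa A3G-eYFP cells; more signal means A3G escaped Vif-mediated degradation. Cells plated overnight, compound pinned in, incubated overnight at 37 deg C.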
# LDHA block – LDHA (human) enzyme inhibition. P00338. 480,000 tested, 0.15% active. activity change, % (values are at about 110 or 230 µM). purified LDHA, NADH/diaphorase-resazurin fluorescence; hits give low values. AID 1347041; in the data active = activity change below about -30%; inconclusive = mostly about -25% to -30%;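 note: plate controls were DMSO wells for no effect and wells without enzyme for full effect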
#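 Human LDH5 (2 nM) was incubated with 0.06 mM NADH and 0.2 mM pyruvate for 5 min at room temperature in Tris pH 7.4. Remaining NADH was coupled through diaphorase/resazurin, and resorufin fluorescence was read at 0 and 20 min.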
# Vif-APOBEC3F blk – inhibitors of Vif-A3F interaction | 390,000 tested, 0.2% active | Potency, µM (top dose mostly 46.1 µM), inactives show at the highest dose activity, negative = active | HeLa A3F-eYFP + Vif (tagged APOBEC3F with the HIV-1 protein that degrades it), YFP fluorescence increase | AID 602313; note: potency is the fitted concentration of half-maximal effect; % of control where 0% means no effect; nearly all actives have a fitted effect of over 65% in size
#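 HeLa cells stably expressing A3F-eYFP plus Vif, plated and incubated overnight at 37 deg C, then exposed to compounds overnight at 37 deg C. Blocked degradation read as raised yellow fluorescence (Ex 488/Em 500-530).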
# rTrxR1 inhibitor – inhibitors of rat thioredoxin reductase 1; O89049; recombinant rTrxR1, NADPH fluorescence consumption, selenite substrate; Potency, µM (doses to about 114 µM), for the others: top-dose activity change, negative = inhibition, actives largely listed as inhibitors; 390,000 tested, 1% active; AID 588453; note: potency is the fitted concentration of half-maximal effect; % is set by controls: 0 for no effect and ±100 for the full control effect; nearly all actives have a fitted effect of over 65% in size
#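 Rat TrxR1 (90 nM in the dispensed reagent) was pre-reduced with 400 uM NADPH for 5 min at room temperature, then incubated with compound for 15 min. After 400 uM selenite was added, NADPH fluorescence (Ex 340/Em 450 nm) was followed for 8 min.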
# mIDH1 inhibitor – blocks human mutant IDH1 R132H enzyme; IDH1-R132H enzyme, NADPH consumption, diaphorase/resazurin fluorescence; 390,000 tested, 0.093% active; AID 602179; Potency, µM (highest dose often 76.6 µM), inactives show at the top dose activity change, negative = inhibition, usual class: inhibitors; O75874; note: potency is the fitted concentration of half-maximal effect; % is set by controls: 0 for no effect and ±100 for the full control effect; nearly all actives have a fitted effect of over 65% in size
# Target sequence (O75874 whole entry R132H, stated change not applied): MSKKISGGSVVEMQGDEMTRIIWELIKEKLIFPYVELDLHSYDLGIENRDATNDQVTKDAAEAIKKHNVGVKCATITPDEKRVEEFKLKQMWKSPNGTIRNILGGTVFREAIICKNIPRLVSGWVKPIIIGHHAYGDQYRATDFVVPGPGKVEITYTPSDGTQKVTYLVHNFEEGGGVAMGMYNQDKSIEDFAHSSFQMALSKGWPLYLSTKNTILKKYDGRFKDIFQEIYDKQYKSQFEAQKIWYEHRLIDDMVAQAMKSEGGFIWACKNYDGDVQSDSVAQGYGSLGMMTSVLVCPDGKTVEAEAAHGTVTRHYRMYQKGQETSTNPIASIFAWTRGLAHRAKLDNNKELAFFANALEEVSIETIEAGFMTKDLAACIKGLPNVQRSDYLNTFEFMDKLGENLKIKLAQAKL
#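 IDH1-R132H (0.5 ug/mL) preincubated 30 min with compound, then NADPH (0.016 mM) and alpha-KG (2 mM) added; 80 min at RT, pH 7.5. Remaining NADPH coupled via diaphorase/resazurin to fluorescence (540/590 nm); concentration-response curves normalized to no-enzyme control.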
# TrxR1 substrate – substrates of rat thioredoxin reductase 1; O89049; purified TrxR1 substrate turnover, NADPH consumption readout; Potency, µM (titrated, usually from 114 µM), for the others: at the top dose activity change, negative = substrate turnover; 390,000 tested, 0.01% active; AID 588456; note: potency is the fitted concentration of half-maximal effect; % is set by controls: 0 for no effect and ±100 for the full control effect; nearly all actives have a fitted effect of over 50% in size
#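 Rat TrxR1, dispensed at 90 nM, was prereduced with 400 uM NADPH (final) for 5 min at ~22 deg C, then incubated with compound 15 min before 400 uM selenite. A first-read NADPH fluorescence drop versus no-compound background flagged substrates.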
# USP1 inh – inhibitors of human USP1/UAF1 deubiquitinase; Potency, µM (series often up to 57.1 µM), inactives show at the top dose activity change, negative = inhibition, hits mostly inhibitors; 390,000 tested, 0.23% active; recombinant USP1/UAF1, Ub-Rhodamine cleavage fluorescence; O94782; note: potency is the fitted concentration of half-maximal effect; % is set by controls: 0 for no effect and ±100 for the full control effect; nearly all actives have a fitted effect of over 60% in size; inactives centre near -12
#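 Step one: compound is pinned into 1nM USP1/UAF1 in HEPES pH 7.8 buffer with TCEP. Step two: 15 min room-temperature incubation. Step three: Ub-Rho (150nM final) starts cleavage, tracked by fluorescence over six one-minute reads.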
# RGS4 inhibitor – inhibitors of human regulator of G protein signaling 4; P49798; Transcreener GDP fluorescence polarization, RGS4-accelerated GTP hydrolysis; Potency, µM (titrated, usually from 114 µM), inactives show at the top dose activity change, negative = inhibition, actives largely listed as inhibitors; 390,000 tested, 0.039% active; note: potency is the fitted concentration of half-maximal effect; % is set by controls: 0 for no effect and ±100 for the full control effect; nearly all actives have a fitted effect of over 75% in size; some results filed as inactive show a strong effect at the top dose
# Target sequence (P49798 whole entry, looked up): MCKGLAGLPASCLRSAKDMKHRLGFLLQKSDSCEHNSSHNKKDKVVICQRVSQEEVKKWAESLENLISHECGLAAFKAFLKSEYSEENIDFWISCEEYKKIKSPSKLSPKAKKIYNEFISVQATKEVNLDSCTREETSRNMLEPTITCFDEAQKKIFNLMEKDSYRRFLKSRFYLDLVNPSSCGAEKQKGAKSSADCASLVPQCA
#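 MLSMR compounds (23 nl, pin-transferred) preincubated 10 min at room temperature with a 500nM (2x) first reagent, then RGS4 at 900nM (2x) plus Transcreener GDP mix added; fluorescence polarization (620/688 nm) read before and after 90 min at 30 °C.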
# Active calls of the source: *; u = inconclusive; x = not tested or not shown; & = joins results of further samples; [ ] = another dose, or the depositor's remark. Unless noted, calls come from the whole dose curve; as a rule, active = well fitted curve in the direction sought with a large enough effect; inconclusive = small, poorly fitted or top-dose-only effect, or another doubt; inactive = no such curve, though single readings can be large; an effect the other way counts as inactive or inconclusive.
# Values in the order: GRP78 ERSR act	Vif-APOBEC3G blk	LDHA block	Vif-APOBEC3F blk	rTrxR1 inhibitor	mIDH1 inhibitor	TrxR1 substrate	USP1 inh	RGS4 inhibitor
- CCOc1ccc(NC(=O)c2ccco2)cc1S(=O)(=O)N1CCCC1
→ -2%	-2%	2	-7%	7%	4%	7%	-5%	u
- Cc1[nH]c2ccccc2c1C(=O)CN1CC(C)CC(C)C1 (stereo not given)
→ -8%	-29%	-1	0%	u	5%	4%	-10%	-12%
- COC(=O)c1ccc(/C=N/NC(=S)NC(C)C)cc1
→ 0%	-2%	-7	-14%	15%	-3%	5%	-21%	-8%[11.4 µM]
- Cc1cccc2cc(C(c3nnnn3CC3CCCO3)N3CCCc4ccccc43)c(=O)[nH]c12 (stereo not given)
→ -3%	1%	-1	6%	11%[57.1 µM]	5%	6%[57.1 µM]	-8%	-6%
- Cc1cc(C(=O)N2CCN(c3ccc([N+](=O)[O-])cc3)CC2)c(C)o1
→ 0%	-2%	-8	-2%	-23%	0%	-12%	-4%	-24%
- Cc1c(NC(=O)c2ccc(Cl)cc2)cc(C(C)C)c(O)c1S(=O)(=O)c1ccccc1
→ 1%	0%	-9	0%	12%	0%	-8%	-24%	2%
- Cc1cc(C)n2c(Nc3cccc(C(F)(F)F)c3)c(-c3ccsc3)nc2n1
→ 1%	4%	-3	4%	2%	-37%	12%	-8%	-1%
- CC(=O)c1cccc(N(C(=O)CS(=O)CC(=O)Nc2ccc(F)cc2)C(C(=O)NC2CCCCC2)c2ccc(C)o2)c1 (stereo not given)
→ 0%	0%	-10	-8%	u	u	-14%	4%	13%
- O=C1CN(S(=O)(=O)c2ccccc2)CCN1
→ -3%	-1%	-2	-5%	3%[57.1 µM]	3%	9%[57.1 µM]	2%	2%
- C=CCNC(=O)CN(Cc1ccccc1)S(=O)(=O)c1ccc(C)cc1
→ -2%	3%	-7	2%	-2%	5%	-11%	-3%	11%
- COc1ccc(-c2nc3c4cnn(-c5ccccc5F)c4ncn3n2)cc1
→ x	x	-7	x	12%	x	0%	u	4%
- CCOC(=O)C1CCCN(C(=O)/C=C/c2cccc([N+](=O)[O-])c2)C1 (stereo not given)
→ -6%	0%	-8	0%	18%[57.1 µM]	7%	9%[57.1 µM]	-5%	-22%[11.4 µM]
- COc1ccccc1N1CCN(C(CNS(=O)(=O)c2ccc(C)cc2)c2cccnc2)CC1 (stereo not given)
→ -5%	2%	1	-5%	-1%[57.1 µM]	3%	8%[57.1 µM]	-9%	-19%
- COc1ccccc1N1CCN(C(=O)CSc2nnc(NC(=O)C3CCC3)s2)CC1
→ -6%	0%	-5	-7%	14%[57.1 µM]	-4%	9%[57.1 µM]	3%	18%
- COc1ccccc1CNC(=O)Cn1ncc2c(C)n(Cc3ccccc3Cl)c(C)c2c1=O
→ -3%	3%	-1	-10%	6%	-17%	3%	-23%	-44%
- Fc1cccc(NC(=S)NCCc2ccccc2)c1
→ 2%	-1%	-14	u	-6%	5%	-3%	-15%	-1%
- O=C(NN1C(=O)/C(=C/c2cccs2)SC1=S)c1ccccc1
→ 1%	-10%	-3	2%	-8%[57.1 µM]	1%	-6%[57.1 µM]	-7%	-32%
- CN(C)S(=O)(=O)c1cccc(C(=O)Nc2ccc(Cl)cn2)c1
→ 10%	0%	3	1%	14%	0%	-2%	-8%	0%
- COc1ccc(C2C(C#N)=C(N)Oc3cc(O)ccc32)cc1Cl (stereo not given)
→ 1%	-30%	2	-8%	16%	-8%	-4%	-20%	-17%
- CCC(c1nnnn1C(C)(C)C)N1CCN(C2CCCC2)CC1 (stereo not given)
→ 0%	0%	-2	2%	15%	-3%	7%	-20%	-1%[11.4 µM]
- Clc1cccc(Nc2ncnc3c2cnn3-c2ccccc2)c1
→ 2%	-20%	-10	-13%	49%[activator]	11%	17%	-20%	8%
- O=C(O)c1ccccc1-c1ccccc1C(=O)Nc1ccc(OC(F)(F)F)cc1
→ -2%	0%	-3	-6%	8%	2%	0%	-1%	28%
- N#Cc1cnc(SCCc2ccccc2)nc1N
→ 0%	-1%	4	-1%	3%	5%	2%	-8%	-23%
- CCC(C)(C)NC(=O)C(c1ccc(OC)cc1)N(Cc1cccs1)C(=O)CCC(=O)Nc1cc(C)on1 (stereo not given)
→ -3%	1%	2	4%	0%	9%	-7%	0%	10%
- Cc1ccc(S(=O)(=O)NCCC(=O)N2CCCCCCC2)cc1
→ -3%	-4%	1	5%	19%	11%	8%	-14%	2%
- CC[C@@H]1C(=O)[C@H](Cc2ccccc2)[C@H]2CCCC(=O)N3CC[C@@H]1[C@@H]23
→ -2%&-2%	-1%&2%	0	4%	24%&24%	8%	2%&7%	-18%	6%
- COc1cc(C(=O)NNC(=O)c2ccccc2Br)ccc1OCC(=O)N1CCOCC1
→ -4%	3%	-4	15%	-8%	5%	-9%	0%	-9%
- Cc1ncc(CO)c2c1Oc1nc(-c3ccccc3F)nc(SCC(=O)N(C)c3ccccc3)c1C2
→ -2%	u	-5	4%	u	52µM*	u	u	-26%
- CC(O)c1nc2ccccc2n1CC(=O)N1CCN(c2ccccc2)CC1 (stereo not given)
→ -3%	-4%	1	-8%	1%[57.1 µM]	9%	-7%[57.1 µM]	-12%	-29%
- COc1cc(/C=N/NC(=O)c2cc(C)oc2C)ccc1O
→ 2%	-1%	-2	2%	0%	0%	-5%	-18%	-15%
- Cc1cccc(N2CCN(C(=O)CSc3ccc4c(c3)OCCO4)CC2)c1C
→ 0%	0%	-7	0%	26%	14%	5%	-12%	11%
- CCN(CC(=O)Nc1c(F)cccc1F)C(=O)c1ccc(S(=O)(=O)N(CC)c2ccccc2)cc1
→ 4%	0%	-2	-3%	20%	3%	-1%	-20%	-1%
- O=C(c1ccccc1)N1CCCC(C(=O)N2CCc3ccccc3C2)C1 (stereo not given)
→ -6%	0%	2	-2%	5%	-1%	-2%	-18%	-29%
- CN(C(=O)Nc1cn(C)c(=O)c2ccccc12)c1ccccc1
→ -3%	1%	3	3%	-2%	-4%	38%[activator]	u	-8%
- CCOC(=O)N1CCC(N2C(=O)c3ccc(C(=O)Nc4cccc(OC)c4)cc3C2=O)CC1
→ -2%	1%	-7	1%	25%	-2%	-7%	-8%	1%
- CC1CC(C)CN(C(=O)c2ccc(NC(=O)c3ccc(=O)[nH]c3)cc2)C1 (stereo not given)
→ -4%	1%	-6	-1%	0%	-7%	-3%	-8%	7%
- O=C1CC(N2CCN(Cc3ccc4c(c3)OCO4)CC2)C(=O)N1c1ccccc1 (stereo not given)
→ 3%	-1%	-8	-3%	-5%[57.1 µM]	1%	0%[57.1 µM]	1%	-6%
- Cc1nc2ccccn2c1C(=O)C(=O)Nc1cc(F)ccc1F
→ 0%	-4%	0	4%	10%[57.1 µM]	7%	-19%[57.1 µM]	-17%	-2%
- CN(C)c1ccc(C(c2nnnn2C(C)(C)C)N2CCN(C(=O)c3ccco3)CC2)cc1 (stereo not given)
→ -1%	1%	-2	-3%	u	-4%	7%[57.1 µM]	-15%	-48%
- Cc1ccc2[nH]c(CSc3nnc(NC(=O)c4ccccc4C)s3)cc(=O)c2c1
→ -4%	4%	1	1%	12%[57.1 µM]	-4%	-2%[57.1 µM]	-9%	-36%
- Cc1cccc(C)c1N/C=C/c1onc(C)c1[N+](=O)[O-]
→ -1%	u	-2	u	-4%	0%	-10%	5%	8%
- Cc1ccc(C)c(S(=O)(=O)c2nnn3c2nc(N2CCOCC2)c2sccc23)c1
→ -2%	6%	4	2%	34%[activator]	19%	23%	-17%	-16%
- NC(=O)C1Cc2ccccc2CN1S(=O)(=O)c1cccs1 (stereo not given)
→ -1%	-8%	0	9%	13%	10%	5%	-24%	-7%
- O=C(c1cc2ccccc2o1)N1CCN(Cc2ccccc2)CC1
→ 7%&2%	-2%	-3	-4%	-10%	8%	-4%	-23%	-1%
- COc1ccc(N2C(=O)C(CC(=O)Nc3ccc(F)cc3)N(Cc3ccc4c(c3)OCO4)C2=O)cc1 (stereo not given)
→ -3%	-3%	-1	1%	5%	0%	-8%	-4%	12%
- O=C(CCn1cnnn1)N1CCCC(Nc2ccc(F)cc2)C1 (stereo not given)
→ -2%	3%	5	-7%	-7%	7%	-7%	-16%	-22%
- CC(=O)Nc1ccc(NC(=O)CSc2nnc(NC(=O)C3CC(=O)N(c4ccc(F)cc4)C3)s2)cc1 (stereo not given)
→ -4%	-1%	-6	1%	9%	3%	1%	-6%	-6%
- CC(=O)Nc1cc(C(=O)N2CCCC2)ccc1Sc1ccc(Cl)cc1
→ -1%	1%	-6	-4%	14%	4%	-1%	-4%	-1%
- CCOc1ccccc1N1CCN(CC(=O)NCCc2ccc(S(N)(=O)=O)cc2)CC1
→ 0%	0%	1	0%	-6%	7%	1%	-17%	-6%

# Some of the compounds tested; rates above refer to the full screens.
